p53ts 32C kill – kills p53ts cells at the permissive temperature; 130,000 compounds, 0.93% hits; Potency, µM (series often up to 46.1 µM), without a hit: top-dose activity change, negative = cytotoxicity, usual class: cytotoxic; AID 924; H1299-p53A138V at 32C, ATP luminescence viability, 24 h;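 note: 0% = DMSO and -100% = full killing by reference compound; nearly all actives have a fitted effect of over 55% in size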
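Cells: H1299 p53ts (A138V), 600/well, pre-incubated 16–30 h at 37C. Cpd up to 46 uM, 24 h, 32C. Readout: ATPlite luminescence, 20 min RT. Normalization: DMSO vs tamoxifen 100 uM. AC50 by Hill equation.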
Imprint erasure – genomic imprint erasure induction. mouse ES Peg3-LacZ reporter, beta-gal luminescence, 40 h. Potency, µM (series often up to 60.7 µM), inactives show at the top dose activity change, positive = activation, actives largely listed as activators. 110,000 compounds, 0.02% hits. AID 1948;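 note: 0% = negative control wells on the plate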
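Imprint erasure is scored as LacZ activity from the silenced maternal Peg3 allele in feeder-free female ES cells cultured 40 h with LIF. Luminescence is normalized to in-plate negative controls and fitted to the Hill equation.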
IkB signaling – suppresses IkB signaling in ABC-DLBCL reporter cells; 110,000 compounds, 0.04% hits; AID 445; Potency, µM (top dose mostly 57.1 µM), without a hit: at the highest dose IkBa stabilization activation; ABC-DLBCL IkBa-CBG/CBR dual luciferase ratio, 4 h; response scale: scaled: untreated 0%, proteasome inhibitor 100%; active = well fitted curve in the direction sought with a large enough effect in the signal ratio, not every such curve was filed as active; inconclusive = small, poorly fitted or top-dose-only effect, or a change in a side signal; the % refers to the signal ratio;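 note: the direction sought is a rising ratio; 0% = basal untreated cells and 100% = reference inhibitor full response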
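Luminescence ratio of IκBα-fused green versus native red beetle luciferase in OCI-Ly3 cells, 4 h post-doxycycline with compound; red signal alone, scaled from basal (0%) to zero light (-100%), flagged nonspecific or cytotoxic effects.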
p53ts 39C kill – kills p53ts cells at the nonpermissive temperature; H1299-p53A138V viability at 39C, ATP luminescence, 24 h; Potency, µM (doses to about 46.1 µM), for inactives: at the top dose activity change, negative = cell killing, most hits filed as cytotoxic; 130,000 compounds, 1.5% hits; AID 902; note: nearly all actives have a fitted effect of over 55% in size
* marks the source's active call; other numbers are inactive results; ? = inconclusive; . = no result given; & = joins results of further samples; [ ] = another dose, or the depositor's remark. Unless noted, calls come from the whole dose curve; as a rule, active = well fitted curve in the direction sought with a large enough effect; inconclusive = small, poorly fitted or top-dose-only effect, or another doubt; inactive = no such curve, though single readings can be large; an effect the other way counts as inactive or inconclusive. Unless noted, % is set by controls: 0 for no effect and ±100 for the full control effect; potency is the fitted concentration of half-maximal effect. These rows are one share of the data. The share of hits here may be higher or lower than overall.

cpd	SMILES	p53ts 32C kill	Imprint erasure	IkB signaling	p53ts 39C kill
1	CC(=O)Nc1ccc(OC(=O)c2ccccc2N)cc1	-11%	-8%	1.8%	17%
2	CC[N+]1(C)CCCC(OC(=O)C(O)(c2ccccc2)c2ccccc2)C1 (stereo not given)	10%	-18%	.	-2%
3	CC12CN3CC(C)(CN(C1)C3c1cccs1)C2 (stereo not given)	-4%	2%	3.7%	7%
4	COc1cc2c3cc1Oc1cc(ccc1O)C[C@@H]1c4c(cc(OC)c(O)c4Oc4cccc(c4)C[C@H]3N(C)CC2)CC[N+]1(C)C	3%[20.6 µM]	0%[16.8 µM]	-0.2%[25.6 µM]	10%[20.6 µM]
5	CCN1c2nc3c(C)cccn3c(=O)c2CC2(C(=O)N(C)C(=O)N(C)C2=O)C1C (stereo not given)	3%	-11%	-0.8%	7%
6	O=C(c1cccs1)C1CN2CCC1CC2 (stereo not given)	4%	-42%[inhibitor]	3.8%	-3%
7	CC(=O)N1CC(=O)Nc2ccc(F)cc2C1c1ccccc1 (stereo not given)	-1%	8%[10.9 µM]	1.3%	14%
8	O=C(O)[C@H]1[O][Sb][O][C@@H](C(=O)O)C1O (stereo not given in full)	6%[9.22 µM]	-10%[10.9 µM]	-1.2%[11.4 µM]	13%[9.22 µM]
9	CCC1(CC)C(=O)NC(=NCCc2c[nH]c3ccccc23)NC1=O	2%	-7%	6.1%	-6%
10	Cc1cccc(OCC(=O)N2CCN(CCc3ccccn3)CC2)c1	-4%	-8%[10.9 µM]	-0.1%	-13%
11	CCOP(=S)(OCC)Oc1nc(Cl)c(Cl)cc1Cl	3%	-16%&-11%	-2.9%	-10%
12	CN1C2CCC1CC(OC(c1ccccc1)c1ccccc1N)C2 (stereo not given)	1%	-11%&-10%	.	0%
13	CCC1CN(C)CCC1(OC(C)=O)c1ccccc1 (stereo not given)	-2%	.	.	4%
14	CC12CN3CC(C)(CN(C1)P3(=O)Oc1ccccc1)C2=O (stereo not given)	-5%	-3%	1.6%	0%
15	CCCSc1ccc2nc(NC(=O)OC)[nH]c2c1	?	?	?	?
16	O=C(N1CCOCC1)C1(c2ccccc2)CCNCC1	-6%[9.22 µM]	-9%[10.9 µM]	-1.0%[11.4 µM]	9%[9.22 µM]
17	CCCCCCC(N)CC(=O)O (stereo not given)	1%	11%	-1.7%	10%
18	c1ccc2c(c1)CNc1ccccc1O2	-5%	0%	1.0%	-8%
19	O=C(Nc1ccccc1)N1CCCC2(CCN(C(=O)Oc3ccccc3)CC2)C1	-9%	.	1.3%[11.4 µM]	-4%
20	CC(C)=CCCC1(C)C=Cc2c(O)c3c(c(CC=C(C)C)c2O1)OC12C(CC4CC1C(C)(C)OC2(C/C=C(/C)C(=O)O)C4O)C3=O (stereo not given)	?	-34%[inhibitor]	.	52%[activator]
21	Cc1ccc(-n2c(/C=C/c3cc(Br)cs3)nc3ccccc3c2=O)cc1C	4%	?	?	-16%
22	Cl/C=C/Cl	7%[1.84 µM]	8%	0.8%	0%
23	CCn1c(CN2CCN(C)CC2)nc2ccccc21	5%	-7%[10.9 µM]	-1.4%	-11%
24	C[C@@H](CO)NC(=O)[C@@H]1C=C2c3cccc4[nH]cc(c34)C[C@H]2N(C)C1	9%	-4%	.	5%
25	C=C(C)CSc1nnc([C@@H](N)Cc2c[nH]c3ccccc23)o1	-4%	-7%	1.2%	3%
26	Clc1ccc(C(c2ccc(Cl)cc2)C(Cl)(Cl)Cl)cc1	-27%	-13%&-3%	-0.6%	?
27	O=C(Cc1ccccc1)N1CCN(CC2CC3C=CC2C3)CC1 (stereo not given)	-7%	.	.	-5%
28	COc1ccc(-c2nc(CN3C(=O)CN=C(c4ccccc4)c4ccccc43)c(C)o2)cc1OC	9%	-16%[10.9 µM]	1.4%	18%
29	O=[N+]([O-])c1ccc(O[C@H]2O[C@@H](CO)[C@@H](O)[C@@H](O)[C@@H]2F)c([N+](=O)[O-])c1	6%	.	-1.0%	4%
30	O=C(O)c1cc(N=Nc2ccc([As](=O)(O)O)cc2)ccc1O	-2%[9.22 µM]	-2%[10.9 µM]	2.9%[11.4 µM]	2%[9.22 µM]
31	CCOC(=O)C(C)Oc1cc(C)cc2oc(=O)c3c(c12)CCCC3 (stereo not given)	8%	-17%	3.7%	-10%
32	FC(F)(F)c1cccc(N2CCNCC2)c1	-15%	-45%[inhibitor]	.	-19%
33	Cc1ccccc1-n1c(/C=C/c2ccc(N(C)C)cc2)nc2ccccc2c1=O	1%	-25%[10.9 µM]	32%	-20%
34	CC1O[C@@H](OC2CC[C@@]3(C=O)C4CC[C@]5(C)C(C6=CC(=O)OC6)CC[C@@]5(O)C4CC[C@]3(O)C2)C(O)C(O)C1O (stereo not given in full)	?	9%	.	?
35	CCCCCCCCCCCCCC(=O)O[C@H]1[C@@H](C)[C@@]2(O)[C@@H](C=C(CO)C[C@]3(O)C(=O)C(C)=C[C@@H]23)C2C(C)(C)[C@]21OC(C)=O (stereo not given in full)	?	.	?	16µM*
36	O=C1CCCN1CC#CCN1CCCC1	7%&5%&18%	-8%&-11%&0%	0.0%&-2.1%	-6%&-3%&13%
37	Cc1ccc(Cl)cc1-n1c(O)c(C=NCCCN2CCOCC2)c(=O)[nH]c1=O	1%	-6%	0.5%	3%
38	COc1ccc2c(c1OC)C(=O)O[C@@H]2C1c2cc3c(cc2CCN1C)OCO3 (stereo not given in full)	-2%	-9%	.	-4%
39	O=C(CCN1CCOCC1)NCC(=O)Nc1ccc(Br)cc1C(=O)c1ccccc1	4%	-17%	-0.5%	11%
40	COc1cc(/C=N/n2cnnc2)ccc1OC(=O)N(C)C	-14%	6%	-1.3%	-3%
41	Cc1cc(C)cc(C(=O)OC2C[C@H]3CC[C@@H](C2)N3C)c1 (stereo not given in full)	-19%	-20%	0.3%	-25%
42	Cc1ccc(-c2nc(CS(=O)CC(=O)N3CCC4(CC3)OCCO4)c(C)o2)cc1 (stereo not given)	6%	-7%	0.8%	0%
43	CCCCC(=O)Cl	?	-2%	-0.9%	-8%
44	Nc1nc(N)c2nc(CNc3ccc(C(=O)N[C@H](CCC(=O)O)C(=O)O)cc3)cnc2n1	?	.	?	?
45	C[C@]12N[C@H](Cc3ccccc31)c1ccccc12	-8%&21%	-8%	4.2%&-2.3%	8%&8%
46	C/C(O)=C(/C#N)C(=O)Nc1cc(Br)ccc1Br	6%	-8%	0.6%&-3.8%	18%
47	O=c1[nH]c(=O)n(Cc2ccc(F)cc2)c(O)c1C=NCC1CCCO1 (stereo not given)	-1%	-10%	-0.6%	4%
48	COC(=O)[C@@H]1c2cc3c(c(O)c2[C@@H](O)C[C@]1(C)O)C(=O)c1c(O)cc2c(c1C3=O)O[C@H]1O[C@@]2(C)[C@@H](O)[C@H](N(C)C)[C@H]1O	8%[9.22 µM]	-24%[10.9 µM]	-1.2%[11.4 µM]	-3%[9.22 µM]
49	CCCCCn1c(=O)c(C(=O)NCc2ccccn2)c(O)c2ccccc21	8%	-24%	-2.9%	9%
50	N#Cc1cc2c(nc1SCC(=O)Nc1ccc(F)c(Cl)c1)C1CCN2CC1	-4%	-7%[10.9 µM]	-1.6%	1%
51	CCCCNC(=O)c1c(N)n(CCCOC)c2nc3ccccc3nc12	19%	.	.	-12%
52	Cc1ccc(C(=O)Nc2ccccc2)cc1S(=O)(=O)N1CCCC1	-28%	-15%[10.9 µM]	?	?
53	CCN(CC)CCOC(=O)c1cc2cc(COC)ccc2o1	-17%	-13%	0.6%	-9%
54	CCOC(=O)c1ccc(N2C(=O)CC(N3CCC(C#N)(c4ccccc4)CC3)C2=O)cc1 (stereo not given)	-11%	-10%	1.6%	10%
55	CN(C)P(=O)(C(Cl)=C(N1CCCCC1)N1CCCCC1)N(C)C	2%	-12%	1.1%	-10%
56	CC(C)NC(=O)N1CCC2(CCNCC2)CC1	-5%	.	1.5%[11.4 µM]	0%
57	O=C(COc1ccccc1Cl)N1CCN(CCc2ccncc2)CC1	-8%	-13%[10.9 µM]	?	-3%
58	C=C[C@]12CN(C)[C@H]3C1[C@@]1(C(=O)Nc4ccccc41)[C@H]1C[C@H]2[C@H]3CO1	-5%[20.6 µM]	28%[16.8 µM]	0.1%[25.6 µM]	4%[20.6 µM]
59	CSC(=Nc1ccccc1)c1c(O)n(C)c(=O)n(C)c1=O	-1%	-25%	2.8%	5%
60	O=c1[nH]cnc2[nH]cc(CN3CCCCC3)c12	7%[9.22 µM]	1%[10.9 µM]	0.1%[11.4 µM]	-7%[9.22 µM]

Rewritten with two lines to a compound: part of the list above
Below each compound: p53ts 32C kill	Imprint erasure	IkB signaling	p53ts 39C kill
[48] COC(=O)[C@@H]1c2cc3c(c(O)c2[C@@H](O)C[C@]1(C)O)C(=O)c1c(O)cc2c(c1C3=O)O[C@H]1O[C@@]2(C)[C@@H](O)[C@H](N(C)C)[C@H]1O
  8%[9.22 µM]	-24%[10.9 µM]	-1.2%[11.4 µM]	-3%[9.22 µM]
[40] COc1cc(/C=N/n2cnnc2)ccc1OC(=O)N(C)C
  -14%	6%	-1.3%	-3%
[51] CCCCNC(=O)c1c(N)n(CCCOC)c2nc3ccccc3nc12
  19%	.	.	-12%
[47] O=c1[nH]c(=O)n(Cc2ccc(F)cc2)c(O)c1C=NCC1CCCO1 (stereo not given)
  -1%	-10%	-0.6%	4%
[42] Cc1ccc(-c2nc(CS(=O)CC(=O)N3CCC4(CC3)OCCO4)c(C)o2)cc1 (stereo not given)
  6%	-7%	0.8%	0%

A second format for part of the listing above:
Value order – p53ts 32C kill	Imprint erasure	IkB signaling	p53ts 39C kill
[41] Cc1cc(C)cc(C(=O)OC2C[C@H]3CC[C@@H](C2)N3C)c1 (stereo not given in full)
→ -19%	-20%	0.3%	-25%
[42] Cc1ccc(-c2nc(CS(=O)CC(=O)N3CCC4(CC3)OCCO4)c(C)o2)cc1 (stereo not given)
→ 6%	-7%	0.8%	0%
[43] CCCCC(=O)Cl
→ ?	-2%	-0.9%	-8%

The list continues:
cpd	SMILES	p53ts 32C kill	Imprint erasure	IkB signaling	p53ts 39C kill
61	CCC(=Nc1ccc2c(c1)CCC2)c1c(O)n(C2CCCCC2)c(=O)[nH]c1=O	12%	-5%	-1.1%	-1%
62	CCOc1ccccc1C1SCC(=O)Nc2c1c(=O)[nH]n2C(CC)CC (stereo not given)	-3%	-22%	7.4%	4%
63	COc1ccc(C2Oc3c(I)c(OC)cc(OC)c3CC2O)cc1OC (stereo not given)	-25%	8%	.	-12%
64	COc1ccc2nc(N3CCN(C(=O)CS(=O)(=O)c4ccc(C)cc4)CC3)sc2c1	11µM*	-13%[10.9 µM]	2.0%	7.9µM*
